# Giardia killer – Giardia lamblia killing | activity change, % at 7.66 µM, hits read low | Giardia lamblia trophozoite viability | AID 540267 | 340,000 tested, 0.15% active; in the data active = activity change below about -80%; inconclusive = between about -30% and that limit;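 also: parasites exposed to compound for two days anaerobically before the ATP read; % is scaled to controls: 0 for no effect and ±100 for the full control effect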
#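 Trophozoites 100 cells/well + cpd; 48 hrs, 37 deg C, anaerobic. ATPLite 1-Step added, 15-30 min RT, luminescence read (ATP-based viability).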
# GALK inh – inhibitors of human galactokinase; P51570; Purified GALK, Kinase-Glo residual ATP luminescence; Potency, µM (highest dose often 57.5 µM), for the others: top-dose activity change, negative = inhibition, hits mostly inhibitors; 270,000 tested, 0.007% active; AID 1868; also: potency is read from the fitted curve at half-maximal effect; % is scaled to controls: 0 for no effect and ±100 for the full control effect
# Target sequence (P51570 whole entry, looked up): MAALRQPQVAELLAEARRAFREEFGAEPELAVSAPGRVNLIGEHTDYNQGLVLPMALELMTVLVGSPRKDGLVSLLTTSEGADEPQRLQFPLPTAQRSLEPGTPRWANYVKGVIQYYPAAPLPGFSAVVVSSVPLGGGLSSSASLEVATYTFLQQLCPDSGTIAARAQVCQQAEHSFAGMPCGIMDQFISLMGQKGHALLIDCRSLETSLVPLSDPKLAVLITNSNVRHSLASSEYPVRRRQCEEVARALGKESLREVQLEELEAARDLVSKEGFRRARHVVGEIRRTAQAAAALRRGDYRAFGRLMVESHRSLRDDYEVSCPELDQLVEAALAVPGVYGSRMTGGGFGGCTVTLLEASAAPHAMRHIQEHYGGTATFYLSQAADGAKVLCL
#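 Galactose (100 uM) and ATP (35 uM) were turned over by 5 nM GALK for 1 h at RT. Kinase-Glo Plus then converted the remaining ATP into a luminescent signal.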
# FBPA coupling cs – inhibits coupling enzyme system, counter-screen for aldolase hits | coupling enzyme system counterscreen, AmpLite Red fluorescence | activity change, negative = inhibition, % at 58.2 µM, hits read low | 290,000 tested, 0.67% active | AID 2472; in the data active = activity change below about -30%; also: % is scaled to controls: 0 for no effect and ±100 for the full control effect
#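 Activity here indicates interference with the coupling reaction, not aldolase inhibition. Compounds at 57.5 uM final met coupling enzymes for 10 min at RT; substrate and AmpLite Red detection followed, with a 525/598 nm fluorescence read after 20 min.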
# Tb PFK block – blocks T. brucei phosphofructokinase; Potency, µM (doses to about 57.5 µM), without a hit: top-dose activity, negative = inhibition, hits mostly inhibitors; T. brucei PFK, ADP-Glo luminescence; 330,000 tested, 0.17% active; O15648;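 also: potency is read from the fitted curve at half-maximal effect; 0% = uninhibited 1x PFK enzyme wells and -100% = no-enzyme wells; nearly all actives have a fitted effect of over 60% in size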
# Target sequence (O15648 whole entry, looked up): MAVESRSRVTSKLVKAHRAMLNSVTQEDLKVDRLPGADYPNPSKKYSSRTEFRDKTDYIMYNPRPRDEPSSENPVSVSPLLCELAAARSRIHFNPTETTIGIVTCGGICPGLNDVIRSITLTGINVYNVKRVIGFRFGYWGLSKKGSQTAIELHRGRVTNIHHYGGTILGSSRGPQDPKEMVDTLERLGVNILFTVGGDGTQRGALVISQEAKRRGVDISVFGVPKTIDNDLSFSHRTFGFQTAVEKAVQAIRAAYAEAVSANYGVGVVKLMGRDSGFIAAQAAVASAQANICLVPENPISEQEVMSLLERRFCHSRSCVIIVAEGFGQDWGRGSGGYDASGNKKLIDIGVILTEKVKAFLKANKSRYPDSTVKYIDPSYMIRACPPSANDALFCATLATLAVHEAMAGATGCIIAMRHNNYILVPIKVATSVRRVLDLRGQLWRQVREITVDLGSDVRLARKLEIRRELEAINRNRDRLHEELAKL
#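 Activity is normalized to no-enzyme wells (full inhibition) and 1.25 nM enzyme wells (no inhibition). Reaction: 0.5 mM F6P, 0.1 mM ATP, 45 min RT, ADP-Glo luminescence; concentration-response curves fitted and classed by quality.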
# TSHR antagonist – antagonists of human thyroid stimulating hormone receptor. P16473. TSHR-expressing cells, TSH-stimulated cAMP HTRF, 2 h; active compounds read low. activity change, negative = inhibition, % at 11.5 µM. 330,000 tested, 0.2% active;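 active = activity change below a set negative limit, meaning inhibition stronger than a set level, cut at about -70% in these data; inconclusive = activity change between two set negative limits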; also: % is scaled to controls: 0 for no effect and ±100 for the full control effect
#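 Competitive HTRF cAMP read-out (cryptate anti-cAMP antibody, cAMP-d2; 30 min, room temperature) in freshly harvested TSHR cells. Compounds added before TSH at EC80 (4nM final), followed by 2 hours' incubation at 37 deg C.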
# hERG WT inh – blocks the wildtype human KCNH2 potassium channel | U2OS, BacMam KCNH2, thallium flux FluxOr; active compounds read low | activity change, % at 1.84 µM | 340,000 tested, 0.37% active;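 active = maximum activity change below -70%; inconclusive = maximum activity change between -70% and -50%; inactive = maximum activity change above -50%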; also: % is scaled to controls: 0 for no effect and ±100 for the full control effect
#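 U2OS cells transduced with wild-type KCNH2 virus are loaded with FluxOr dye for 45 min, and thallium flux is measured in kinetic reads before and after stimulation buffer. Rate constants are normalized to DMSO controls.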
# AT treatment – candidate therapy for ataxia-telangiectasia; […] A-T fibroblasts, KAP-1 phosphorylation AlphaLISA; neocarzinostatin DNA damage 30 min before lysis; Potency, µM (titrated, usually from 57.5 µM), without a hit: at the highest dose activation, hits mostly activators; 320,000 tested, 0.19% active; AID 485349; also: potency is read from the fitted curve at half-maximal effect; % of control where 0% means no effect; nearly all actives have a fitted effect of over 45% in size
#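 ATM-like activity read as KAP-1 phosphorylation via AlphaLISA donor/acceptor antibody pairs after lysis and 6 hr at 25C. Cells were ATM-null patient fibroblasts ([…], hTERT), dosed 60 min, then exposed to the DSB inducer NCS for 30 min.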
# MLL CXXC-DNA inh – MLL CXXC-DNA interaction inhibition; Q03164; MLL-CXXC / FITC-HOXA9 DNA fluorescence polarization; Potency, µM (series often up to 115 µM), for inactives: at the top dose activity change, negative = inhibition, usual class: inhibitors; 290,000 tested, 0.037% active; AID 2662; active = well fitted inhibition curve with a large enough effect in the polarisation, with a control signal flat, not every such curve was filed as active; inconclusive = small, poorly fitted or top-dose-only effect, or effect the other way, or a change in a side signal; inactive = no such curve, though single readings can be large or run the other way; the % refers to the polarisation; also: potency is read from the fitted curve at half-maximal effect
#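 Steps: dispense CXXC domain solution (7 uM) → pin compounds or unlabeled HOX-A9 DNA control → 5 min ambient → add FLSN-HOX-A9 solution (50 nM) → spin → 30 min ambient → fluorescence polarization. Tris pH 7.5/NaCl/DTT/BSA buffer.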
# BCR signal inh – chronic active BCR signaling inhibition. AID 493014. ABC-DLBCL IkBa-CBG/CBR reporter, luminescence ratio, 4 h. 340,000 tested, 0.05% active. Potency, µM (top dose mostly 46.1 µM), for inactives: at the top dose ratio change, negative = lower green/red ratio, actives largely listed as inhibitors; active = well fitted inhibition curve with a large enough effect in the signal ratio, with a control signal flat, not every such curve was filed as active; inconclusive = small, poorly fitted or top-dose-only effect, or effect the other way, or a change in a side signal; the % refers to the signal ratio;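 also: potency is read from the fitted curve at half-maximal effect; plate controls were basal doxycycline-induced cells for no effect and cells given 10 µM MG132 for full effect; MG132 reads +100%, hits lower the ratio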
#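 Cell line TMD8 (human ABC DLBCL), stably expressing tet-inducible CBG68-IkBa fusion and CBR; IMDM/0.5% FBS; cpd up to 46 uM; dox induction, 4 h, 37C/5% CO2; dual luminescence; green/red ratio; MG132 control.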
# TCR act – activators of T cell receptors; primary human leukocytes, anti-CD3, IL-2 HTRF, 48 h; Potency, µM (doses to about 9.22 µM), without a hit: at the highest dose activation of IL-2 secretion, most hits filed as activators; 330,000 tested, under 10 active; AID 504894; also: % of control where 0% means no effect
#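 IL-2 release read by HTRF sandwich (Eu cryptate donor, d2 acceptor, 665 nm emission) after 48 hr exposure of primary human leukocytes to compound together with anti-CD3 beads in the absence of co-stimulatory signals.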
# Starred values were filed as active, the others as inactive; i = inactive; ? = inconclusive; . = no result given; & = joins results of further samples; [ ] = dose if it differs, or a comment. Unless noted, calls follow the shape of the dose curve; as a rule, active = well fitted curve in the direction sought with a large enough effect; inconclusive = small, poorly fitted or top-dose-only effect, or another doubt; inactive = no such curve, though single readings can be large; an effect the other way counts as inactive or inconclusive. No enrichment for hits (roughly 1.6% active in at least one column).
SMILES,Giardia killer,GALK inh,FBPA coupling cs,Tb PFK block,TSHR antagonist,hERG WT inh,AT treatment,MLL CXXC-DNA inh,BCR signal inh,TCR act
O=C(N/N=C1\CC2CC=CC12)c1ccc(COc2ccccc2)cc1 (configuration not stated),3,2%,-12,-2%,10,.,.,-4%,-1%,9%[46.1 µM]
CCCc1cc(=O)[nH]c(SCC(=O)NC)n1,-5,.,-1,4%,4,-5,0%,-2%,-4%,-6%
C=CCSc1nnc2n(CCc3ccccc3)c(=O)c3c4c(sc3n12)COC(C)(C)C4,5,1%,5,2%,-6,1,-2%,3%,-21%,-1%
O=C(Cn1cc(C(=O)c2cccs2)c2ccccc21)NC1CCCCC1,17,-3%,5,3%,-5,-4,3%,5%,2%,-4%
CC(NC(=O)CCN1C(=O)c2ccccc2C1=O)c1ccc2c(c1)CCCC2 (configuration not stated),10,.,1,-2%,2,5,6%,-4%,?,3%
COC(=O)[C@@H](NC(=O)O[C@H]1C(=O)c2ccc(OC)cc2O[C@@H]1c1ccc2c(c1)OCO2)C(C)C,.,.,4&-1,-5%,-14,.,3%,0%,?,.
Cc1ccc(N(CC(=O)Nc2ccc(C)cc2C)S(=O)(=O)N2CCCC2)cc1,-17,1%,4,1%,-5,-11,-1%,-8%,-2%,-15%
C=CCN1C(=O)C2(OCCCO2)c2cc(C)ccc21,16,0%,0,1%,8,4,5%,-1%,-1%,.
CCOC(=O)c1cc(-c2csc(Nc3c(C)cc(C)cc3C)n2)on1,-6,-2%,4,2%,-9,-12,1%,2%,-18%,1%
NC(=O)c1ccc(SCC(=O)OCC(=O)N2CCCC2=O)c([N+](=O)[O-])c1,?,.,.,-5%,1,-6,4%,.,8%,1%
Cc1ccc2cc(C3CC(c4ccco4)=NN3C(=O)CCC(=O)O)c(Cl)nc2c1 (configuration not stated),-23,.,3,-6%,-16,-2,-7%,20%,-3%,-6%[46.1 µM]
Cc1ccc(OCC(=O)Nc2ccc(N3CCN(C(=O)c4ccco4)CC3)cc2)cc1,-1,-3%,5,0%,-14,5,0%,-7%,-17%,-2%
O=C(CCC1CCCCC1)NCc1cccs1,-5,0%,3,0%,-5,-4,0%,2%,?,4%
Cc1cccc(NC(=O)CCNS(=O)(=O)c2ccc(Cl)cc2)c1,-3,6%,0,-4%,17,-18,3%,8%,-2%,5%
CCc1nnc(NC(=O)Cc2cc(OC)c(OC)c(OC)c2)s1,-15,-2%,0,-1%,4,4,20%,5%,-3%,2%
CCOC(=O)COc1ccc2c(c1)c(C(C)=O)c(C)n2-c1ccc(OC)cc1,-7,-3%,-1,6%,-10,9,-5%,-12%,-20%,9%
C=CCn1c(COc2cccc3cccnc23)nnc1SCC(=O)OC,1,0%,-3,-4%,-1,0,-1%,-3%,-1%,-2%
CCOC(=O)CNC(=O)N1CCC(CCC(=O)N(C)Cc2ccccc2)CC1,-4,-1%,2,-8%,11,-14,-2%,-9%,?,-3%
Cc1cc2ncn(-c3ncnc4sc5c(c34)CCC(C)C5)c2cc1C (configuration not stated),2,-3%,4,0%,-8,7,7%,16%,?,3%
O=C(c1cn(-c2ccccc2)nc1-c1cccs1)N1CCN(c2ccccn2)CC1,-7,-2%,-2,-3%,-1,-11,8%,10%,13%,-4%

# The closing 2 records of the part before open the next one.
SMILES,Giardia killer,GALK inh,FBPA coupling cs,Tb PFK block,TSHR antagonist,hERG WT inh,AT treatment,MLL CXXC-DNA inh,BCR signal inh,TCR act
Cc1cc2ncn(-c3ncnc4sc5c(c34)CCC(C)C5)c2cc1C (configuration not stated),2,-3%,4,0%,-8,7,7%,16%,?,3%
O=C(c1cn(-c2ccccc2)nc1-c1cccs1)N1CCN(c2ccccn2)CC1,-7,-2%,-2,-3%,-1,-11,8%,10%,13%,-4%
O=C(O)CCCN1C(=O)c2cccc3cccc(c23)C1=O,-17,1%,2,-4%,8,6,0%,-30%,?,9%
O=C(CN1C(=O)S/C(=C/c2cccnc2)C1=O)N1CCOCC1,-24,2%,-1,0%,4,-16,-14%,2%,2%,3%[46.1 µM]
CC(=O)N1CCN(Cc2nc3cc(NC(=O)c4ccc(Cl)cc4)ccc3n2C)CC1,-18,0%,0,-2%,-5,-7,.,5%,-29%,.
COc1ccccc1CNC(=O)c1ccc(Cl)c(S(=O)(=O)N2CCCC2)c1,-23,.,.,4%,-14,8,4%,.,2%,-5%
Cc1cc(C)c2nc(N3CCC(C(=O)NCCCN4CCCC4=O)CC3)sc2c1,5,-2%,2,-5%,-6,7,-2%,18%,2%,2%
Cc1ccc(-n2nnnc2SC(C(=O)c2c[nH]c3ccccc23)c2ccccc2)cc1 (configuration not stated),-22,0%,4,14%,2,1,0%,7%,5%,-2%[46.1 µM]
CCn1nnc(-c2ccccc2NS(=O)(=O)c2ccc(C(=O)OC)cc2)n1,-4,1%,-2,0%,-13,12,-2%,0%,0%,0%
O=C(Nc1cccnc1)Nc1ccc2c(c1)OCO2,-14,-1%,-2,-8%,4,-3,-4%,12%,?,3%
CC1(C)CC(=O)N(c2cc(Cl)cc(Cl)c2)C(=O)C1,-12,-1%,1,0%,11,3,24%,0%,3%,4%
C=CCn1c(SCC(=O)c2cccs2)nc2sc(C)cc2c1=O,-8,-5%,5,8%,-27,-6,7%,3%,11%,-2%
CCOC(=O)c1[nH]cnc1C(=O)Nc1ccc(F)cc1,50[activator],13%,0,-1%,-2,15,2%,-8%,?,10%
COc1ccc(NC(=O)C(=S)N2CCCC2)cc1,-20,-1%,0,1%,-4,1,5%,8%,1%,.
O=C1C=C(Nc2ccc(Cl)cc2)C(=O)N1c1ccc(Cl)cc1,-18,-1%,4,0%,7,-12,-2%,-2%,-9%,1%[46.1 µM]
CC(C)c1csc(CN2CCCC(CCC(=O)NCc3ccccc3F)C2)n1 (configuration not stated),17,2%,5,1%,6,30,-4%[11.5 µM],3%,-16%,-4%
CCOC(=O)C1=C(COC(=O)c2ccc(Br)o2)NC(=O)NC1C (configuration not stated),10,-6%,0,2%,32,11,30%,?,0%,0%
O=C(NCC(=O)N(Cc1ccc(F)cc1)C(C(=O)NC1CCCC1)c1ccco1)c1ccco1 (configuration not stated),-4,6%,2,2%,-1,1,3%,-1%,3%,-17%
O=C(CCN1C(=O)/C(=C/C=C/c2ccccc2)SC1=S)Nc1nc2ccccc2s1,7,.,-2,-1%,-4,i,-6%,10%,?,-2%
CC(=O)Nc1ccc(-c2cc(NC(C)=O)n(-c3ccccc3)n2)cc1,13,2%,-4,-7%,6,12,-10%,-7%,-5%,-9%
Cc1ccccc1OCc1nnc(SCc2nc3ccccc3c(=O)[nH]2)n1C,-18,11%,4,2%,0,4,1%,12%,-5%,0%
CC(C)n1c(SCC(=O)NCc2ccco2)nnc1C1CC1,-24,-3%,1,-2%,19,-1,3%,?,1%,2%
CCN(CC)C(=O)c1sc(NC(=O)c2ccco2)c(C#N)c1C,9,1%,4,-3%,-3,-6,.,36%[activator],15%,-9%[46.1 µM]
Nc1c(NCc2ccccc2)c(=O)[nH]c(=O)n1Cc1ccccc1,-2,-2%,0,-5%,1,2,-1%,-1%,-3%,2%
CCCCc1ccc(NC(=O)N[C@H](C(=O)O)C(C)CC)cc1 (some centres not stated),-4,2%,14,4%,14,-2,13%,10%,8%,5%
COC(=O)c1cn(NC(=O)c2cc(OC)cc(OC)c2)c(=O)c2ccccc12,-7,.,3,2%,1,6,-4%,22%,3%,-2%
CC1CN(S(=O)(=O)c2ccc(NC(=O)c3ccco3)cc2)CC(C)O1 (configuration not stated),-13,2%,0,0%,7,3,.,-5%,-28%,-44%
O=C(NCCC1=CCCCC1)C(=O)c1c[nH]c2ccccc12,1,-3%,1,1%,17,39,-2%,3%,?,6%[46.1 µM]
CCOc1cc(N2CCOCC2)c(OCC)cc1NC(=O)COC(=O)c1ccc(Cl)nc1,-9,.,.,2%,4,-3,-1%,.,-6%,-3%
Cc1ccc(S(=O)(=O)NC(=O)N2CCC(C)CC2)cc1,.,0%,-1,-3%,-6,.,4%,-4%,6%,.
O=C(O)c1ccc(/C=C2\SC(=S)N(NC(=O)c3ccccc3[N+](=O)[O-])C2=O)cc1,-15,.,8,2%,2,-11,-20%,21%,-8%,0%
O=C(/C=C\Nc1ccc2c(c1)OCO2)c1ccc(Cl)s1,6,1%,2,3%,5,-10,-7%,25%,0%,2%
Cc1[nH]c(=O)[nH]c(=O)c1S(=O)(=O)Nc1ccc(F)c(Cl)c1,5,6%,3,0%,-3,-3,-3%,2%,2%,2%
Cc1ccccc1Nc1nc(N)nc(CSc2nc3ccccc3s2)n1,-2,-3%,-2,2%,-16,-21,2%,1%,-8%,-2%[46.1 µM]
Cc1ccc(-n2nnnc2-c2ccco2)cc1,3,-2%,1,0%,4,0,0%,-8%,2%,8%[46.1 µM]
